Pin1 inh: qHTS Assay to Find Inhibitors of Pin1. actives 0.009% (n = 390,000). Potency, µM (doses to about 115 µM), for inactives: at the top dose activity, negative = inhibition, hits mostly inhibitors. Pin1 FP peptide displacement, HiFluor488, 10 min. Peptidyl-prolyl cis-trans isomerase NIMA-interacting 1 (Homo sapiens), Q13526. AID 504891, 2011; active means well fitted inhibition curve with a large enough effect in the polarisation, with a control signal flat, not every such curve was filed as active; inconclusive means small, poorly fitted or top-dose-only effect, or effect the other way, or a change in a side signal; inactive means no such curve, though single readings can be large or run the other way; the % refers to the polarisation; further: potency means the concentration at half of the fitted maximal effect; on the % scale 0 is the no-effect control and ±100 the full control effect
Target sequence (Q13526 whole entry, looked up): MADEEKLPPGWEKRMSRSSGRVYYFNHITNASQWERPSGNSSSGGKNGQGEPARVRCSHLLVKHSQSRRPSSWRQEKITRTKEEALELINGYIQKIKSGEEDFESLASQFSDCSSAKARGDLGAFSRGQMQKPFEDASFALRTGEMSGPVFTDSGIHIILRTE
HP1b chromo inh: HTS for Inhibitors of HP1-beta Chromodomain Interactions with Methylated Histone Tails. AlphaScreen HP1-beta / biotin-H3K9me3 peptide binding. actives 0.56% (n = 390,000). Potency, µM (titrated, usually from 114 µM), for inactives: top-dose activity change, negative = inhibition, actives largely listed as inhibitors. AID 540317, 2011; further: potency means the concentration at half of the fitted maximal effect; nearly all actives have a fitted effect of over 70% in size; inactives centre near 23
Target sequence (P83916 whole entry, looked up): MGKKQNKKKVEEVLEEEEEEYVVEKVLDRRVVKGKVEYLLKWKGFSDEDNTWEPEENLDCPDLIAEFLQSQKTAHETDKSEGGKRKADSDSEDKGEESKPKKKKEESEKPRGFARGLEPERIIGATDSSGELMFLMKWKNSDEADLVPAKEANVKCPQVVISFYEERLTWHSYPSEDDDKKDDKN
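HP1-beta protein (50 nM final) preincubated 30 min at room temperature with biotinylated H3(1-18)K9me3 peptide (50 nM) in PBS pH 7.4, 0.01% Tween-20, then compound added for 30 min. AlphaScreen streptavidin donor/nickel chelate acceptor beads (10 ug/mL final), 30 min dark, luminescence read.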
POLH inh: qHTS for Inhibitors of Polymerase Eta; recombinant Pol eta, fluorescent DNA replication assay; actives 1.2% (n = 390,000); DNA polymerase eta (Homo sapiens), Q9Y253; AID 588591, 2011; Potency, µM (highest dose often 114 µM), inactives show at the top dose activity change, negative = inhibition, usual class: inhibitors; further: potency means the concentration at half of the fitted maximal effect; on the % scale 0 is the no-effect control and ±100 the full control effect
Target sequence (Q9Y253 whole entry, looked up): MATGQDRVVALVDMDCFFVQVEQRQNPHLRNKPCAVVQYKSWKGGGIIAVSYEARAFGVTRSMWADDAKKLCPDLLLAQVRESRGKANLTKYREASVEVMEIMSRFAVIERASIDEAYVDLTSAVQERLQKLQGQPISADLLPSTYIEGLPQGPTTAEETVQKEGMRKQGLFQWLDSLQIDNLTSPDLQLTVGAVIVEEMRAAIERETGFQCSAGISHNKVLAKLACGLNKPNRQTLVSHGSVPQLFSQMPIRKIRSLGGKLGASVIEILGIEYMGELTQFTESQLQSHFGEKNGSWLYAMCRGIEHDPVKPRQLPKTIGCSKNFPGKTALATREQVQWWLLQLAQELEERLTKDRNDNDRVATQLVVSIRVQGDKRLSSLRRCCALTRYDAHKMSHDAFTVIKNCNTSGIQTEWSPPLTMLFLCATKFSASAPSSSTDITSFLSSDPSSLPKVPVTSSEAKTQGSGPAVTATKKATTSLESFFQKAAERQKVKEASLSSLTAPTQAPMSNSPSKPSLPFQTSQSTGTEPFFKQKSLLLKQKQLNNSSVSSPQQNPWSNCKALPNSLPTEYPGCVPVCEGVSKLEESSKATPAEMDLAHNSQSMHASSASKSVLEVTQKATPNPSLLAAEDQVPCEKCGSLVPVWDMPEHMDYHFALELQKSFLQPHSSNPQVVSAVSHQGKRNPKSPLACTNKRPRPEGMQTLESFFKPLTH
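Pol eta at 10 nM preincubated with compounds 15 min at room temperature; reaction started with fluorescent substrate (50 nM final) and read kinetically at 0 and 10 min.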
GLS inh: qHTS for Inhibitors of Glutaminase (GLS) | GLS enzymatic activity, qHTS titration | Potency, µM (doses to about 45.5 µM), for the others: top-dose activity change, negative = inhibition, most hits filed as inhibitors | actives 0.21% (n = 410,000) | AID 624170, 2012; further: potency means the concentration at half of the fitted maximal effect; on the % scale 0 is the no-effect control and ±100 the full control effect
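Enzyme dispensed in phosphate buffer (45 mM, pH 8.2, 0.02% Tween-20), compounds pinned in, then 1 mM L-glutamine solution and the glutamate oxidase–HRP–Amplex Red mix added; fluorescence read immediately and again after 30 min at room temperature.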
BAZ2B inh: qHTS Assay for Inhibitors of BAZ2B | Bromodomain adjacent to zinc finger domain protein 2B (Homo sapiens), Q9UIF8 | AlphaScreen BAZ2B-H3K14Ac peptide displacement | Potency, µM (highest dose often 114 µM), without a hit: at the highest dose activity change, negative = inhibition, hits mostly inhibitors | actives 4.4% (n = 360,000) | AID 504333, 2011; further: potency means the concentration at half of the fitted maximal effect; on the % scale 0 is the no-effect control and ±100 the full control effect; nearly all actives have a fitted effect of over 60% in size
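AlphaScreen displacement of biotin-H3(5-23)K14Ac peptide (50 nM final) from BAZ2B (50 nM final) in PBS pH 7.4, 0.01% Tween-20; complex preformed 30 min RT, then compounds (top 110 uM) 30 min RT, beads 20 min dark.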
G9a block: qHTS Assay for Inhibitors of Histone Lysine Methyltransferase G9a | AID 504332, 2011 | G9a H3K9 monomethylation, AlphaScreen, 2 h | Histone-lysine N-methyltransferase EHMT2 (Homo sapiens), Q96KQ7 | actives 8.8% (n = 350,000) | Potency, µM (doses to about 102 µM), for inactives: at the top dose activity, negative = inhibition, hits mostly inhibitors; further: potency means the concentration at half of the fitted maximal effect; on the % scale 0 is the no-effect control and ±100 the full control effect; nearly all actives have a fitted effect of over 75% in size
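Compounds were preincubated with 20 nM G9a for 15 min, after which biotinylated H3K9 peptide (500 nM) and SAM (20 uM) started a 2 h room-temperature reaction. Monomethylated product was quantified by antibody-based AlphaScreen chemiluminescence.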
PGK inhibitor: qHTS Assay to Find Inhibitors of Phosphoglycerate Kinase; actives 0.043% (n = 380,000); PGK/GAPDH coupled, Kinase-Glo luminescence, 60 min; Phosphoglycerate kinase, glycosomal (Trypanosoma brucei brucei), P07378; Potency, µM (titrated, usually from 57.5 µM), for the others: at the top dose activity change, negative = inhibition, most hits filed as inhibitors; further: potency means the concentration at half of the fitted maximal effect; on the % scale 0 is the no-effect control and ±100 the full control effect; nearly all actives have a fitted effect of over 60% in size
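Luminescent ATP detection (Kinase-Glo Plus) follows a 60-minute room-temperature incubation, with wells lacking PGK as controls. Buffer: 100 mM TEA (pH 7.6), 5 mM MgCl2, 0.01% Tween-20. Coupling enzyme GAPDH (100 nM final) supplies unstable 1,3-BPG in-well.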
PI4K2A inh: qHTS for small molecular inhibitors of PI4K2A; Phosphatidylinositol 4-kinase type 2-alpha (Homo sapiens), Q9BTU6; purified PI4K2A, ADP-Glo luminescence, 1 h; hits give low values; activity change, negative = inhibition, % at 76.9 µM; actives 0.13% (n = 420,000); in the data active means activity change below about -50%; inconclusive means mostly about -30% to -49%;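 further: -100% = wells without enzyme as full effect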
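In this quantitative HTS, ADP production by PI4K2A was quantified luminescently after 1 h at ambient temperature; 100 microM adenosine served as plate-quality control.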
JMJD2A Tudor inh: qHTS Assay for Inhibitors of JMJD2A-Tudor Domain | AlphaScreen JMJD2A-Tudor / H3K4me3 peptide binding | Lysine-specific demethylase 4A (Homo sapiens), O75164 | actives 4.4% (n = 390,000) | Potency, µM (titrated, usually from 114 µM), for inactives: top-dose activity change, negative = inhibition, most hits filed as inhibitors; further: potency means the concentration at half of the fitted maximal effect; on the % scale 0 is the no-effect control and ±100 the full control effect; nearly all actives have a fitted effect of over 50% in size
An asterisk follows results filed as active; i = inactive; ? = inconclusive; . = no result given; ! = not active in a repeat; [ ] = dose if it differs, or a comment. Unless noted, the call rests on the fitted dose curve; in most records, active means well fitted curve in the direction sought with a large enough effect; inconclusive means small, poorly fitted or top-dose-only effect, or another doubt; inactive means no such curve, though single readings can be large; an effect the other way counts as inactive or inconclusive. Only part of the results is shown; the hit share may differ from the screen's.

entry	compound	Pin1 inh	HP1b chromo inh	POLH inh	GLS inh	BAZ2B inh	G9a block	PGK inhibitor	PI4K2A inh	JMJD2A Tudor inh
1	O=C(CN1C(=O)CSC1=O)N1CCCC(Nc2ccc(F)cc2)C1 (stereo not given)	-10%	-2%	-11%	22%	-17%	.	-4%	2	-28%
2	O=C(COC(=O)Cn1cnc2ccccc21)Nc1ccc(OC(F)F)cc1	2%	8%	-5%	4%	.	.	5%	-14	-16%
3	COc1ccc2c(c1)c1c(c(=O)n(-c3cccc(C)c3)c(=O)n1CC(=O)NCCC1=CCCCC1)n2C	-1%	37%	-15%	-3%	1%	9%[59 µM]	5%	-1	2%
4	O=C(CN1C(=O)c2ccccc2S1(=O)=O)Nc1cccnc1	0%	19%	-13%	9%	-5%	-17%[59 µM]	3%	2	9%
5	O=C(O)c1nn(CC(=O)N2CCN(S(=O)(=O)c3ccc(Cl)cc3)CC2)c(=O)c2ccccc12	0%	32%	3%	-7%	4%	.	0%	-2	-12%
6	COc1ccc(C2=CC(=O)CC(c3ccc(OC)cc3)C2)cc1 (stereo not given)	1%	29%	-8%	-11%	-17%	-3%	2%	-2	-3%
7	CO/N=C/c1ccc(Oc2ccc(C)cc2)c([N+](=O)[O-])c1	-14%	0%	-15%	?	2%	9%	-2%	4	13µM*
8	Cc1n[nH]c(=O)c2c(NC(=O)CSc3ncccn3)oc(C)c12	-12%	32%	-15%	53%[activator]	0%	50µM*	-13%	-3	-12%
9	COc1ccc([N+](=O)[O-])cc1/C=N/Nc1nc(N2CCCCC2)nc(N2CCCCC2)n1	-1%	7%	?	2%	.	?	-1%	-8	?
10	O=C(/C=C/c1cccc(F)c1)OCC(=O)N1CCCc2ccccc21	-3%	41%[activator]	-23%	-3%	15%	-49%	i	-1	12%
11	Cc1cn2c(=O)cc(COc3cccc(NC(=O)c4ccccc4C)c3)nc2s1	0%	30%	2%	8%	-1%	-22%[59 µM]	-6%	-3	-14%
12	Cc1sc2nc3n(c(=O)c2c1C)CCCS3	-1%	50%[activator]	-21%	-11%	5%	-8%[59 µM]	i	6	4%
13	Cn1c(=O)oc2cc(S(=O)(=O)NCc3ccccc3)ccc21	14%	8%	-2%	5%	?	-9%	2%	-1	-7%
14	CCOC(=O)C(O)(CC(=O)Nc1ccc(Cl)cc1Cl)C(F)(F)F (stereo not given)	-7%	28%	-11%	1%	-1%	2%[59 µM]	-6%	0	-3%
15	CCOC(=O)/C(=C/c1ccco1)NC(=O)c1ccc(Br)o1	?	9%	-12%	3%	-7%	.	i	0	-13%
16	CC(=C\c1ccccc1)/C=C1/SC(=S)N(CCC(=O)O)C1=O	?	5%	?	3%	?	6%[2.33 µM]	1%	-8	?
17	CCn1cc(/C=C(\NC(=O)c2ccc(OC)c(OC)c2)C(=O)N2CCOCC2)c2ccccc21	15%	18%	-21%	24%	?	?	4%	-1	?
18	COc1ccc(C2=NN(C(=O)c3cccs3)C(c3ccccc3OC)C2)cc1OC (stereo not given)	1%	28%	-19%	6%	-26%	-34%	-1%	0	-29%
19	CCN(CC)CCOC(=O)C1(c2ccc([N+](=O)[O-])cc2)CCCC1	-6%	13%	-20%	-3%	5%	13µM*!	4%	0	-30%
20	O=C(Nc1ccccc1Cl)C1CC(=O)N(Cc2ccco2)C1 (stereo not given)	-16%	40%[activator]	-10%	11%	3%	17%[59 µM]	1%	-1	-11%
21	O=C(Nc1ccc(NC(=O)c2cccs2)cc1)c1cccc(Br)c1	1%	44%[activator]	-16%	-1%	-1%	22%[59 µM]	8%	-3	-23%
22	CCOC(=O)C1(CCOc2ccccc2)CCN(Cc2ccc(F)c(OC)c2)CC1	-1%	24%	-8%	-7%	3%	10%	i	-5	3%
23	O=S(=O)(Nc1ccc(F)cc1F)c1ccc(Br)s1	1%	20%	-4%	8%	0%	-31%[59 µM]	3%	-1	-15%
24	Cc1nn2c(-c3ccc(Cl)cc3Cl)nnc2s1	-5%	18%	-10%	-14%	-4%	12%[2.33 µM]	-1%	-2	-3%
25	Cc1ccc(-c2nn(-c3ccccc3Cl)cc2C(=O)NCC2CCCO2)cc1 (stereo not given)	-6%	9%	-2%	3%	10%	-4%	i	5	-20%
26	Cc1ccc(CCN2CC(C(=O)NCCCN3CCCCC3)CC2=O)cc1 (stereo not given)	1%	69%[activator]	4%	-19%	-2%	1%[59 µM]	1%	-5	-9%
27	CCC(=O)Nc1ccc2c(c1)nc(CN1CCCCC1)n2C	0%	32%	4%	1%	1%	-14%	-2%	5	-4%
28	CC(=O)NC1C(=O)N(CCc2ccccc2)c2ccccc21 (stereo not given)	-4%	37%	-12%	-3%	0%	?	-1%	7	-17%
29	O=C1N2CN(C(c3ccccc3)c3ccccc3)CN=C2SC1(CO)CO	4%	35%	-7%	2%	5%	9%[2.33 µM]	1%	3	-5%[57.1 µM]
30	O=C1Nc2ccc(S(=O)(=O)N(CCO)CCO)c3cccc1c23	-3%	-10%	-19%	-1%	-14%	5%	-4%	-4	?
31	CNC(=O)C(C#N)(Cc1cc(C(C)=O)ccc1OC)Cc1cc(C(C)=O)ccc1OC	-12%	7%	-2%	-14%	-13%	-25%	-2%	4	-1%
32	COc1ccc(/C=N/Nc2nc(-c3cccnc3)nc3ccccc23)c(OC)c1	7%	44%[activator]	-9%	5%	-17%	-45%	-5%	-2	-22%
33	Cc1noc(C)c1COc1ccccc1C(=O)Nc1ccc(C(N)=O)cc1	-2%	18%	-1%	1%	3%	6%[12.7 µM]	9%	-10	-10%
34	CCN(CC)CCN(C(=O)c1cccc(N2C(=O)CCC2=O)c1)c1nc2cc3c(cc2s1)OCO3	1%	26%	2%	24%	.	50µM*	7%	-3	-19%
35	O=C(COc1ccccc1Cl)NNC(=O)C1CCCO1 (stereo not given)	-7%	30%	-9%	7%	9%	-33%	3%	6	-4%
36	O=C(/C=C/c1ccccc1[N+](=O)[O-])N1CCN(C(=O)c2ccco2)CC1	-4%	62%[activator]	-15%	-4%	1%	0%	-3%	10	-7%
37	COc1ccccc1CNC(=O)CC(c1ccc(F)cc1)N1Cc2ccccc2C1=O (stereo not given)	-3%	-11%	3%	-10%	-13%	-20%[59 µM]	-2%	2	-13%
38	Cc1cccc(C(=O)N/N=C/c2ccccn2)c1	?	7%	-1%	1%	3%	16µM*	i	-7	?
39	CC(=O)Nc1ccc(S(=O)(=O)NCC(=O)OCC(=O)N2CCCc3ccccc32)cc1	8%	40%[activator]	-14%	-1%	-3%	4%[59 µM]	-4%	0	-5%
40	Cc1cccc(CNS(=O)(=O)c2ccc(-c3ccc(=O)[nH]n3)s2)c1	2%	3%	-13%	-4%	-17%	16%	-5%	8	?
41	O=C(Cc1ccccc1)Nc1ccc(NC(=O)c2cccs2)cc1Cl	1%	26%	5%	3%	5%	6%	4%	1	-13%
42	COc1cccc(CN2CCC(C(=O)N3CCN(c4ccccc4F)CC3)CC2)c1OC	-4%	?	-21%	17%	?	10µM*	8%	2	3.5µM*
43	O=C(NCCCc1ccccc1)c1cnc2n(c1=O)CCS2	-2%	32%	-1%	2%	16%	-10%[12.7 µM]	-9%	-14	-8%

Arranged by SMILES length (lowest first): 6 of the compounds above.
entry	compound	Pin1 inh	HP1b chromo inh	POLH inh	GLS inh	BAZ2B inh	G9a block	PGK inhibitor	PI4K2A inh	JMJD2A Tudor inh
24	Cc1nn2c(-c3ccc(Cl)cc3Cl)nnc2s1	-5%	18%	-10%	-14%	-4%	12%[2.33 µM]	-1%	-2	-3%
20	O=C(Nc1ccccc1Cl)C1CC(=O)N(Cc2ccco2)C1 (stereo not given)	-16%	40%[activator]	-10%	11%	3%	17%[59 µM]	1%	-1	-11%
13	Cn1c(=O)oc2cc(S(=O)(=O)NCc3ccccc3)ccc21	14%	8%	-2%	5%	?	-9%	2%	-1	-7%
26	Cc1ccc(CCN2CC(C(=O)NCCCN3CCCCC3)CC2=O)cc1 (stereo not given)	1%	69%[activator]	4%	-19%	-2%	1%[59 µM]	1%	-5	-9%
10	O=C(/C=C/c1cccc(F)c1)OCC(=O)N1CCCc2ccccc21	-3%	41%[activator]	-23%	-3%	15%	-49%	i	-1	12%
37	COc1ccccc1CNC(=O)CC(c1ccc(F)cc1)N1Cc2ccccc2C1=O (stereo not given)	-3%	-11%	3%	-10%	-13%	-20%[59 µM]	-2%	2	-13%

Bioassay records deposited in PubChem by National Center for Advancing Translational Sciences (NCATS).
